Screening results from PubChem BioAssay.
EPAC2 ag: qHTS for Agonist of cAMP-regulated guanine nucleotide exchange factor 4 (EPAC2): primary screen; Potency, µM (doses to about 154 µM), without a hit: top-dose activation, actives largely listed as activators; hit rate 0.079% among 360,000; EPAC2 activation, biochemical qHTS; response scale: 100% = 6.5 mM cAMP response; Rap guanine nucleotide exchange factor 4 (Homo sapiens), Q8WZA2; further: potency means the concentration at half of the fitted maximal effect; nearly all actives have a fitted effect of over 50% in size
Target sequence (Q8WZA2 whole entry, looked up): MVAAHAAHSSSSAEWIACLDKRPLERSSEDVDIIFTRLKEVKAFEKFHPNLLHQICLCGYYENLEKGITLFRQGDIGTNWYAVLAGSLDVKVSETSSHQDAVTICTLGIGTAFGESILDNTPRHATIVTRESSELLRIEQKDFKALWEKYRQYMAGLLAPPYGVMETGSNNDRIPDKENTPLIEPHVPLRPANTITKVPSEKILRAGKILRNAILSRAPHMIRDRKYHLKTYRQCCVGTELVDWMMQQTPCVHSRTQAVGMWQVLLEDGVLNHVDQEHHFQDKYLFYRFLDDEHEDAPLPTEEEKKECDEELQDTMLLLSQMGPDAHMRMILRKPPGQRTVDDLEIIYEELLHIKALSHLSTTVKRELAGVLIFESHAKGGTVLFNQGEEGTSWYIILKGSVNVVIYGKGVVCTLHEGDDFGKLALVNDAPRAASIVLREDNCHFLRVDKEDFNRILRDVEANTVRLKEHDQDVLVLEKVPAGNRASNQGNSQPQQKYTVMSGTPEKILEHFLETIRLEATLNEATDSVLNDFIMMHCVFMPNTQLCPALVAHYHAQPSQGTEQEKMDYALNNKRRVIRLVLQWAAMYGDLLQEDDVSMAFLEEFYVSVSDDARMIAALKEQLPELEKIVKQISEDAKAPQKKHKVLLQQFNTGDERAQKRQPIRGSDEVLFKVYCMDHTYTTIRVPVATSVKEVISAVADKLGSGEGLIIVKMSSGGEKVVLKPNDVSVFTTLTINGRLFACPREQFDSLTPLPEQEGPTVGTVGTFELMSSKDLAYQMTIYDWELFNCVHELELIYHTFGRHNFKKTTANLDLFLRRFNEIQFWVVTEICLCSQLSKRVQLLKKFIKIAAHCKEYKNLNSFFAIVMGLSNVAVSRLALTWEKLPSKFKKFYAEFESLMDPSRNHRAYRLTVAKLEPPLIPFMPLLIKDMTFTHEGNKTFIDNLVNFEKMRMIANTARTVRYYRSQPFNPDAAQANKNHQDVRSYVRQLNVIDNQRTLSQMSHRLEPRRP
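Nucleotide exchange monitored as fluorescence drop when BODIPY-GDP leaves Rap1B. Reaction: 100 nM EPAC2, 250 nM RAP1B-BODIPY-GDP, 50 uM GDP, room temperature, kinetic read over 30 min. Activity expressed relative to 6.5 mM cAMP.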
S2 tox: Viability Counterscreen for Primary qHTS for Inhibitors of ATXN expression; S2 cells (HEK-293 line with an ATXN2-luciferase reporter) viability, CellTiter-Fluor protease fluorescence, 24 h; Potency, µM (top dose mostly 56.7 µM), most hits filed as cytotoxic; hit rate 0.49% among 400,000; AID 651635, 2014; further: potency means the concentration at half of the fitted maximal effect; nearly all actives have a fitted effect of over 40% in size
Nrf2 inh: Nrf2 qHTS screen for inhibitors; A549 ARE-Fluc reporter, luciferase luminescence, 18-24 h; AID 504444, 2011; hit rate 2.1% among 360,000; Potency, µM (top dose mostly 46 µM), for the others: at the top dose activity change, negative = inhibition, actives largely listed as inhibitors; further: potency means the concentration at half of the fitted maximal effect; on the % scale 0 is the no-effect control and ±100 the full control effect; nearly all actives have a fitted effect of over 60% in size
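A549 ARE_Fluc cells (5000/well, 5% FBS OPTI-MEM) pre-incubated 2 h, then treated with compounds 18-24 h at 37C/5% CO2 in concentration-response. CellTiter-Fluor viability read first; BugLite luciferase luminescence after 15 min at room temperature gives Nrf2 activity.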
TGFb inhibitor: qHTS for Inhibitors of TGF-b; HepG2 CAGA-GFP TGF-b/SMAD3 reporter, GFP fluorescence, 18 h; TGF-beta stimulated, 500 pg/mL final; Potency, µM (doses to about 46.1 µM), for inactives: top-dose activity, negative = inhibition, hits mostly inhibitors; hit rate 1.2% among 410,000; AID 588855, 2011; further: potency means the concentration at half of the fitted maximal effect; on the % scale 0 is the no-effect control and ±100 the full control effect; nearly all actives have a fitted effect of over 65% in size
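Cell-based qHTS in HEPG2 carrying a CAGA-GFP Smad reporter; compounds added before 500 pg/mL final TGF-beta, 18 h incubation at 37 degrees C, GFP fluorescence quantified per cell by imaging cytometry.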
HepG2 viability: qHTS for Inhibitors of TGF-b: Cytotox Counterscreen | HepG2 CAGA-GFP viability, ATP luminescence, 18 h | Potency, µM (doses to about 46.1 µM), for the others: top-dose activity change, negative = cytotoxicity, actives largely listed as cytotoxic | hit rate 0.76% among 410,000 | AID 588856, 2011; further: potency means the concentration at half of the fitted maximal effect; some results filed as inactive show a strong effect at the top dose
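HepG2 CAGA-GFP cells (1000/well, DMEM with 1% FBS) received compound, then TGF-beta at 500 pg/mL final, and were incubated 18 hours at 37 degrees C. Viability was read by CellTiter-Glo luminescence. Media-only wells were set as complete cell-killing and DMSO as no toxicity.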
ATXN2 expr inh: Primary qHTS for Inhibitors of ATXN expression; HEK-293 ATXN2-luciferase reporter, luminescence, 24 h; Potency, µM (highest dose often 57 µM), without a hit: at the top dose activity change, negative = inhibition, usual class: inhibitors; hit rate 0.72% among 360,000; AID 1745845, 2022; further: potency means the concentration at half of the fitted maximal effect; on the % scale 0 is the no-effect control and ±100 the full control effect; nearly all actives have a fitted effect of over 55% in size
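qHTS (up to 57 uM final) was run with 24 h compound exposure of reporter cells at 37 °C. Each well was multiplexed: SteadyGlo luminescence measured ATXN2-luciferase expression after a fluorogenic Gly-Phe-AFC viability readout (25 uM final).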
IL-2 act: qHTS of IL-2 Activators; IL-2 activation reporter assay, cell-based qHTS; stimulated with anti-CD3/CD4/CD28 beads; in transgenic mouse T cells; activation, % (series mostly up to about 46 µM); hit rate 0.065% among 360,000; AID 652025, 2013; in the data active means activation above about 50%; inconclusive means mostly about 30% to 49%; further: 0% is about no effect
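Unstimulated transgenic mouse T cells, 750 per well, received compound and, after 60 minutes, anti-CD3/anti-CD4 bead plus anti-CD28 stimulation. EGFP and DsRed were quantified after 18 hours.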
Nrf2 ARE act: qHTS of Nrf2 Activators; AREc32 ARE-luciferase reporter (MCF7-derived line), luminescence, 24 h; Potency, µM (series often up to 46.1 µM), without a hit: at the top dose activation, hits mostly activators; hit rate 0.31% among 410,000; AID 624171, 2012; further: potency means the concentration at half of the fitted maximal effect; % of control where 0% means no effect; nearly all actives have a fitted effect of over 65% in size
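For detection, Steady-Glo was added and plates sat 30 min at RT; before that, AREc32_Fluc cells grown overnight in OPTI-MEM/5% FBS had been treated with 23 nL compound for 24 hr at 37 deg C.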
A549 viability: Nrf2 qHTS screen for inhibitors: counterscreen for cytotoxicity; A549 ARE-Fluc cells, CellTiter-Fluor viability, 18-24 h; Potency, µM (doses to about 46 µM), for the others: top-dose activity change, negative = cytotoxicity, hits mostly inhibitors; hit rate 0.16% among 390,000; AID 504648, 2011; further: potency means the concentration at half of the fitted maximal effect; on the % scale 0 is the no-effect control and ±100 the full control effect
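Cytotoxicity counterscreen: CellTiter-Fluor fluorescence was measured in A549 ARE_Fluc cells after 18-24 h of compound exposure in a concentration series. The subsequent BugLite luminescent read reports ARE-luciferase activity.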
Numbers without * were called inactive; i = inactive; ? = inconclusive; . = not tested or not shown; [ ] = remark or other dose. Unless noted, the call rests on the fitted dose curve; in most records, active means well fitted curve in the direction sought with a large enough effect; inconclusive means small, poorly fitted or top-dose-only effect, or another doubt; inactive means no such curve, though single readings can be large; an effect the other way counts as inactive or inconclusive.

SMILES	EPAC2 ag	S2 tox	Nrf2 inh	TGFb inhibitor	HepG2 viability	ATXN2 expr inh	IL-2 act	Nrf2 ARE act	A549 viability
COc1ccc(CN2CCCCCC2)cc1OC	3%	i	?	10%	3%	-30%	-0.3	3.2%	-3%
Cc1ccc(C(=O)N2CCN(S(=O)(=O)c3ccc(C(C)C)cc3)CC2)s1	2%	i	?	-9%	2%	5%	-3.7	1.5%	2%
CCOc1ccc(S(=O)(=O)N(C)C)cc1-c1nc2c(C(C)(C)C)nn(C)c2c(=O)[nH]1	-23%	i	3%	0%	7%	3%	0.7	0.2%	11%
CC(C)Sc1nc2c(c(=O)n1C)SC(C)C2 (stereo not given)	3%	i	2%	-5%	-21%	-5%	-3.3	-0.1%	1%
Cc1nc(N2CCN(Cc3ccc4c(c3)OCO4)CC2)nc2c1C(=O)CC(c1ccco1)C2 (stereo not given)	20%	i	12µM*	7%	-21%	-16%	-1.4	2.6%	-12%
CCN1C(=O)c2ccccc2S(=O)c2ccc(C(=O)N3CCCC3)cc21 (stereo not given)	2%	i	?	8%	-2%	16%	-0.1	0.1%	-18%
CNc1cc(-c2cccc(N(C)C)c2)ncn1	10%	i	.	-11%	-4%	12%	-0.3	-0.3%	.
Cc1cc(C)n(-c2cc(C(=O)O)cc(C(=O)O)c2)n1	3%	?	-3%	16%	19%	.	1.0	0.6%	-7%
COC(=O)CNC(=O)c1cc(-c2ccncc2)nc2ccc(C)cc12	13%	i	0%	2%	-31%	-4%	-1.0	0.5%	4%
Nc1ncnn1Cc1ccccc1	3%	i	.	-1%	-2%	.	0.0	-0.5%	.
Cc1cccc(CSc2ncnc3nc[nH]c23)c1	10%	i	0%	-2%	-5%	-2%	1.1	-0.7%	1%
O=C1[C@H]2[C@@H](c3ccccc3)N[C@]3(CCCN(CC4CCCCC4)C3=O)[C@H]2C(=O)N1Cc1ccccc1	20%	i	.	?	-50%	-2%	-1.1	3.1%	.
COC(C/C=C/[C@@H](O)[C@H](C)OCc1ccccc1)OC	5%	i	6%	28%	6%	10%	0.8	-0.6%	-7%
Cc1cc(C)nc(NS(=O)(=O)c2ccc(NC(=O)c3cccs3)cc2)n1	5%	i	.	3%	-4%	-6%	0.3	1.3%	-4%
CCCCn1c(SCC(=O)NC(=O)Cc2ccccc2)nc2ccccc2c1=O	6%	i	-7%	-3%	-22%	-10%	-0.7	0.2%	7%
CCN(CC)CCCNC(=O)C1c2ccccc2C(=O)N(C)C1c1ccc(OC)cc1 (stereo not given)	15%	i	23%	-2%	3%	-4%	1.8	0.1%	?
O=C(Nc1ccccc1Oc1cccnc1)C1CCCN(C/C=C/c2ccccc2)C1 (stereo not given)	8%	i	-1%	-33%	-36%	-17%	-4.2	2.8%	-6%
CCCN(CCC)Cc1cc(=O)oc2cc(C)c(Cl)cc12	-4%	i	.	-12%	-15%	7%	-0.7	6.8%	.
O=C(CCN1C(=O)[C@@H]2Cc3ccccc3CN2C1=O)NCc1ccc(Cl)cc1	4%	i	-7%	-18%	-10%	-28%	-0.4	0.4%	-3%
CC1Cc2ccccc2N1C(=O)CSc1ncc(-c2ccc(F)cc2)n1C (stereo not given)	10%	i	?	-6%	-12%	42%[activator]	-1.2	0.6%	-4%
CCCOc1ccc(N2C(=O)CC(NCCCN3CCC(C(N)=O)CC3)C2=O)cc1 (stereo not given)	-6%	i	10%	-1%	2%	-3%	-2.9	-0.2%	-9%
CCC(=O)N1Cc2cc(C(=O)NCCOC)nc(-c3cccc(-c4ccc(C#N)cc4)c3)c2[C@H]1CCO	3%	i	.	.	.	2%	-0.9	-0.9%	.
CCC(C(=O)NC1CCCC1)N(C(=O)Cn1nnc(-c2cccs2)n1)c1cnc2ccccc2c1 (stereo not given)	1%	i	4%	12%	-33%	-1%	-1.3	0.2%	-9%
CC1(C(=O)O)CCC(C(=O)NC2CCCCCC2)C1(C)C (stereo not given)	11%	i	?	-19%	11%	5%	-0.7	-0.4%	-8%
Cc1ccc(S(=O)(=O)NC(CC(=O)OCc2ccccc2)C(=O)OCc2ccccc2)cc1 (stereo not given)	21%	i	.	-9%	-20%	.	-2.3	-0.1%	.

Whole records, quoted from the list. Order of screens: EPAC2 ag	S2 tox	Nrf2 inh	TGFb inhibitor	HepG2 viability	ATXN2 expr inh	IL-2 act	Nrf2 ARE act	A549 viability
`Cc1ccc(C(=O)N2CCN(S(=O)(=O)c3ccc(C(C)C)cc3)CC2)s1` is listed with 2%	i	?	-9%	2%	5%	-3.7	1.5%	2%
`Cc1cccc(CSc2ncnc3nc[nH]c23)c1` is listed with 10%	i	0%	-2%	-5%	-2%	1.1	-0.7%	1%
`CCCCn1c(SCC(=O)NC(=O)Cc2ccccc2)nc2ccccc2c1=O` is listed with 6%	i	-7%	-3%	-22%	-10%	-0.7	0.2%	7%
`O=C(CCN1C(=O)[C@@H]2Cc3ccccc3CN2C1=O)NCc1ccc(Cl)cc1` is listed with 4%	i	-7%	-18%	-10%	-28%	-0.4	0.4%	-3%
`Cc1cc(C)n(-c2cc(C(=O)O)cc(C(=O)O)c2)n1` is listed with 3%	?	-3%	16%	19%	.	1.0	0.6%	-7%

More structures follow.
SMILES	EPAC2 ag	S2 tox	Nrf2 inh	TGFb inhibitor	HepG2 viability	ATXN2 expr inh	IL-2 act	Nrf2 ARE act	A549 viability
COc1cccc(NC(=O)C(NCC(C)(C)CN(C)C)c2ccccc2)c1 (stereo not given)	-1%	i	10%	2%	-10%	2%	-0.8	0.0%	-1%
Cc1nc(SCCCSc2n[nH]c(C)n2)n[nH]1	2%	i	4%	23%	10%	-15%	0.1	-0.1%	0%
COc1cccc(CNC(=O)CSCC(=O)Nc2ccc(C)cc2)c1	1%	i	-2%	-2%	0%	1%	0.8	-0.7%	3%
Cc1cc(C(=O)C(C)OC(=O)c2cnccn2)c(C)n1-c1ccccc1 (stereo not given)	-1%	i	2%	-19%	-6%	5%	-0.5	2.4%	1%
CCN1C(=O)N(CC)C2NC(=S)NC21 (stereo not given)	-3%	i	.	0%	-7%	-2%	0.5	0.2%	-2%
CCc1ccc(CNC(=O)c2c(C)oc3ncnc(N4CCOCC4)c23)cc1	.	.	-5%	-25%	-24%	.	.	1.3%	-2%
O=C1CN=C(Nc2ccccc2Cl)N1Cc1ccc2c(c1)OCO2	10%	i	?	-10%	-38%	-9%	-0.8	2.3%	-4%
CCOC(=O)c1cnc2ccc(C)cn2c1=O	4%	i	8%	9%	13%	.	0.9	-0.4%	14%
COc1ccccc1Nc1nc(-c2ccccc2)nc2ccccc12	-4%	i	-33%	-2%	-27%	.	-0.3	-0.8%	2%
O=C(COC(=O)COc1ccccc1[N+](=O)[O-])NC1CCCCC1	-4%	i	4%	23%	2%	.	-0.2	-0.3%	-5%
CCN(CC(=O)NC1CCS(=O)(=O)C1)C(=O)c1ccc(OC)c([N+](=O)[O-])c1 (stereo not given)	8%	i	12%	-16%	2%	8%	0.8	-1.0%	2%
Cc1cc(C)cc(C(=O)OCC(=O)NCc2ccco2)c1	4%	i	?	-3%	-5%	-12%	0.9	0.6%	0%
NC1=NC(=O)/C(=C/c2c(OS(=O)(=O)c3ccc(Cl)cc3)ccc3ccccc23)S1	4%	?	-5%	3%	15%	-25%	0.9	0.3%	-8%
Cc1csc(NC(=O)CN(C)S(=O)(=O)c2cccc3cccnc23)n1	10%	i	-15%	-23%	-45%	-8%	-1.1	-0.6%	-9%
CCn1nnnc1NCc1c(OC)ccc2ccccc12	17%	i	4%	24%	-31%	-3%	0.7	-0.3%	0%
CC(=O)c1cccc(NC(=O)C(C)N2CCc3ccccc3C2)c1 (stereo not given)	4%	i	7%	-4%	1%	0%	0.2	-0.3%	2%
Cc1nn(-c2ccccc2)c2c1C1(C(=O)N(C)c3ccccc31)N(c1ccccc1)C(=O)N2 (stereo not given)	-3%	i	3%	4%	3%	1%	-0.3	0.1%	-2%
CCc1ccc([C@@H]2CC=C(C(=O)O)[C@H](c3ccccc3F)N2S(=O)(=O)c2ccc(C)cc2)cc1	-7%	i	-1%	-15%	-31%	-4%	0.4	-0.3%	3%
COc1ccc(NC(=O)C2CCN(C(=O)Nc3ccccc3)CC2)cc1S(=O)(=O)N(C)C	3%	i	0%	?	8%	8%	-4.5	-0.8%	-1%
O=C(NCc1cccc(Cl)c1)c1cccc(OC2CCN(C(=O)C3CC3)CC2)c1	11%	i	?	-33%	-17%	-20%	-1.2	2.9%	-14%
COc1cccc(-n2c(SCC(=O)N3CCc4ccccc43)nnc2-c2c[nH]c3ccccc23)c1	2%	?	-29%	-1%	1%	?	-0.9	-1.0%	0%

Filtered by structure: the entries above containing a COOH group.
SMILES	EPAC2 ag	S2 tox	Nrf2 inh	TGFb inhibitor	HepG2 viability	ATXN2 expr inh	IL-2 act	Nrf2 ARE act	A549 viability
Cc1cc(C)n(-c2cc(C(=O)O)cc(C(=O)O)c2)n1	3%	?	-3%	16%	19%	.	1.0	0.6%	-7%
CC1(C(=O)O)CCC(C(=O)NC2CCCCCC2)C1(C)C (stereo not given)	11%	i	?	-19%	11%	5%	-0.7	-0.4%	-8%
CCc1ccc([C@@H]2CC=C(C(=O)O)[C@H](c3ccccc3F)N2S(=O)(=O)c2ccc(C)cc2)cc1	-7%	i	-1%	-15%	-31%	-4%	0.4	-0.3%	3%
